OTUD3 block: blocks human OTUD3 ubiquitin-rhodamine cleavage; 47,000 compounds, 0.7% hits; Q5T2D3; purified OTUD3, Ub-rhodamine fluorescence, 2 h; AID 1645858; inhibition, % at 25 µM
Target sequence (Q5T2D3 whole entry, looked up): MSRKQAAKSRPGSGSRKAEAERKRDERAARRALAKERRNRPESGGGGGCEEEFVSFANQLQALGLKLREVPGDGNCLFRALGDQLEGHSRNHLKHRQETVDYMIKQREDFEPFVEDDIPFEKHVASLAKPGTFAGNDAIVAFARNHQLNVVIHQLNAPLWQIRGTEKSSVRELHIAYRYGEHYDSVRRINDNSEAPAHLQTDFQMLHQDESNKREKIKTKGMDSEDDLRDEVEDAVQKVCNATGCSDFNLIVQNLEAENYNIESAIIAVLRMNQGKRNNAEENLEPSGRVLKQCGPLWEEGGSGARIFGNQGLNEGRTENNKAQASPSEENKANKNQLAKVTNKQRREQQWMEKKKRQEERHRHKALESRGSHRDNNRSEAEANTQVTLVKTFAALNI
UCHL1 inh: human UCHL1 deubiquitinase inhibition; P09936; purified UCHL1, Ub-rhodamine cleavage fluorescence; inhibition, % at 20 µM; 47,000 compounds, 0.2% hits
USP10 block: inhibitors of human USP10 deubiquitinase. 47,000 compounds, 1.1% hits. AID 1645856. purified USP10, Ub-rhodamine fluorescence, 60 min. Q14694. inhibition, % at 20 µM
USP30 block: inhibitors of human USP30 deubiquitinase | purified USP30, Ub-rhodamine cleavage fluorescence | inhibition, % at 25 µM | 47,000 compounds, 5.3% hits | AID 1645860
Target sequence (Q70CQ3 whole entry, looked up): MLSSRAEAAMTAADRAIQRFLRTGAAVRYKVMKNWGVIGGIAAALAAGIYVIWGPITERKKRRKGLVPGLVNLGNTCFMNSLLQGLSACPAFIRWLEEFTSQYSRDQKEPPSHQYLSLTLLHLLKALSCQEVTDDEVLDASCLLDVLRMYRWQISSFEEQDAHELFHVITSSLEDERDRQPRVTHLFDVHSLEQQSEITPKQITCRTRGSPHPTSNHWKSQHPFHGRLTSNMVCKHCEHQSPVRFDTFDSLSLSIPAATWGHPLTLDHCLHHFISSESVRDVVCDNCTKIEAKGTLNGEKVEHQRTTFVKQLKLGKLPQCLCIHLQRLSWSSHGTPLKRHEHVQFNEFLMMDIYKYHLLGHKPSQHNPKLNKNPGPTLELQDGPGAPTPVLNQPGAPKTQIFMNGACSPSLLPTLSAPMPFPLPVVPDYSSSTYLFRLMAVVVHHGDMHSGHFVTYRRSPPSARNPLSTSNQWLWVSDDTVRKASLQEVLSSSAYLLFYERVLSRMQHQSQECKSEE
USP7 block: inhibitors of human USP7 deubiquitinase; Q93009; purified USP7, Ub-rhodamine cleavage fluorescence; inhibition, % at 20 µM; 47,000 compounds, 0.3% hits
USP8 inh: inhibitors of human USP8 deubiquitinase; inhibition, % at 20 µM; 47,000 compounds, 4.2% hits; P40818; purified USP8, Ub-rhodamine cleavage fluorescence, 30 min; AID 1645853
USP17 block: blocks human USP17 ubiquitin-rhodamine cleavage. purified USP17, Ub-rhodamine cleavage fluorescence, 3 h. A8MUK1. AID 1645855. 47,000 compounds, 6.5% hits. inhibition, % at 50 µM
USP28 inh: blocks human USP28 ubiquitin-rhodamine cleavage. Q96RU2. 47,000 compounds, 3% hits. purified USP28, Ub-rhodamine cleavage fluorescence, 30 min. AID 1645857. inhibition, % at 25 µM
An asterisk follows results filed as active; · = no result given. No stated cut-off is given here; in the data, active means inhibition above about 30%; inactive means the rest. Hits appear at their usual frequency; any-hit rate near 14%.

SMILES	OTUD3 block	UCHL1 inh	USP10 block	USP30 block	USP7 block	USP8 inh	USP17 block	USP28 inh
CC(C)N(Cc1ccccc1)C(=O)C1CCN(C(=O)c2cccc(F)c2)CC1	3	2	-1	-7	1	0	7	4
CC(C)Cc1nc2sc3c(SCC(=O)Nc4ccc(Br)cc4)ncnc3c2c2c1COC(C)(C)C2	0	-4	-2	-12	-2	-3	-26	-6
O=C(c1nc(Cn2cnc3ccccc3c2=O)no1)N1CCCCCC1	-9	-1	-1	0	-4	-24	-2	-8
O=C(Nc1cnn(-c2ncc(N3CCCCC3)cn2)c1)c1ccccn1	-11	-5	-5	-56	-6	-38	·	-9
O=C(c1noc2ccc(S(=O)(=O)Nc3cccc(F)c3)cc12)N1CCOCC1	-6	-2	-1	-7	-5	-18	-14	-9
Cn1cnnc1-c1cccc(NC(=O)Nc2cccc3ccccc23)c1	-4	1	-2	28	1	70*	42*	24
CC(=O)Nc1cccc(N2CC(C(=O)NCc3cccc(C)c3)CC2=O)c1 (stereo not drawn)	0	0	2	1	2	0	3	-1
CC(C)n1ccc(-c2cc(C(=O)NCCc3ccccn3)c3ccccn23)n1	-26	-1	-9	-118	-22	-144	-53	1
Cc1ccc(C(=O)NCC2(N3CCN(C)CC3)CCCCC2)cc1	-3	-3	-1	4	-1	-10	-6	4
CC(Oc1ccccc1)C(=O)N1CCC2(CC1)NC(=O)N(CCc1ccccc1)C2=O (stereo not drawn)	11	1	0	20	-1	14	5	16
Cc1ccc(OCCCOc2cccc3ccc(C)nc23)c([N+](=O)[O-])c1	-5	3	7	-4	-5	-49	-13	-5
CCOc1nc2cccnc2n(CC(=O)Nc2ccc(F)cc2F)c1=O	-18	-2	-3	-13	1	11	-6	1
O=C(Nc1ccnn1Cc1cccnc1)c1cccnc1Oc1ccccc1	-17	-6	-5	-73	-1	-16	11	-20
CCC(=O)N1CCN(c2nc3c(s2)CC(C(=O)NCc2ccccc2)CC3)CC1 (stereo not drawn)	4	4	-3	13	4	10	8	10
Cc1ccccc1Cn1c(=O)sc2ccccc2c1=O	14	6	8	21	-40	14	17	24
COc1cccc2c1OCC(=O)N(c1ccc(C#N)cc1)C2	5	0	0	7	1	2	-1	3
O=C(Nc1ccc(F)cc1)N1C[C@@H]2c3nccn3-c3ccccc3[C@@H]2C1	-9	-3	0	-5	-155	-5	-8	-13
COc1ccc(S(=O)(=O)N(C)Cc2cccs2)cc1OC	18	0	0	27	5	15	11	68*
CCN1CCN(Cc2nc(-c3ccc(N4CCCC(C)C4)nc3)no2)CC1 (stereo not drawn)	0	-2	-5	0	-18	9	1	11
CN1C(=O)c2ccccc2OCCCCC[C@H]2NCCC[C@H]21	9	0	0	12	8	-1	9	3
CCSc1ccccc1C(=O)NCC1(O)CCOc2ccccc21 (stereo not drawn)	3	-3	0	-5	-2	-12	-2	-2
COc1ccccc1NC(=O)c1cccc(S(=O)(=O)N2CCc3ccccc32)c1	1	5	2	-7	4	-16	-8	-3
CCn1c(-c2cc(NC(=O)c3cnccn3)n[nH]2)cc2ccccc21	-54	3	-7	-161	-3	-10	-89	-46
COc1ccccc1CC(=O)NC(C)c1nc(-c2cccnc2)n[nH]1 (stereo not drawn)	-5	-1	-7	0	1	-6	0	-3
O=C(Cc1cccc(F)c1)N1CCC([C@@H]2C[C@H](C(F)F)n3ncnc3N2)CC1	0	-1	2	-5	0	-4	1	-1

Given with bars between the fields: entries from further up
structure | OTUD3 block | UCHL1 inh | USP10 block | USP30 block | USP7 block | USP8 inh | USP17 block | USP28 inh
CC(=O)Nc1cccc(N2CC(C(=O)NCc3cccc(C)c3)CC2=O)c1 (stereo not drawn) | 0 | 0 | 2 | 1 | 2 | 0 | 3 | -1
CC(C)n1ccc(-c2cc(C(=O)NCCc3ccccn3)c3ccccn23)n1 | -26 | -1 | -9 | -118 | -22 | -144 | -53 | 1

The listing continues:
SMILES	OTUD3 block	UCHL1 inh	USP10 block	USP30 block	USP7 block	USP8 inh	USP17 block	USP28 inh
CN(C)[C@@H]1[C@@H](O)[C@H](Oc2ccccc2)C[C@H]1NC(=O)c1cnco1	-4	-2	0	-7	-2	0	-9	-5
CC(C)(C)c1ccc(C(=O)Nc2ccc(O)c(-c3nc4cnccc4o3)c2)cc1	0	2	5	-2	3	61*	2	-5
CN1C[C@H]2CCN(C(=O)Nc3cccc(Cl)c3)CC[C@H]2S1(=O)=O	1	2	3	-1	2	1	0	-1
CCOC(=O)c1cnc(-c2cccs2)[nH]c1=O	-6	-2	2	4	0	0	6	0
Cn1cc(C2c3ccccc3C(=O)N2CC(=O)NCCc2ccccc2)c2ccccc21 (stereo not drawn)	7	4	2	18	-7	12	18	21
COc1ccc2c(c1)C/C(=C/c1ccc(Cl)cc1)CC2=O	12	3	7	9	0	-1	1	14
CC(O)CNc1nc2c(c(=O)[nH]c(=O)n2C)n1CCCOc1ccccc1 (stereo not drawn)	-3	-3	0	5	4	1	3	-7
CCN1CCC2(CN(CCOC)CC23CCN(C(=O)Cc2ccccc2)CC3)C1=O (stereo not drawn)	-9	-2	4	-3	-1	-74	-8	-16
COc1ccc(S(=O)(=O)N(CC(=O)Nc2cccnc2)c2ccc(F)cc2)cc1OC	6	5	2	11	2	2	6	14
O=C(OCC(=O)c1cc2ccccc2o1)c1ccc(S(=O)(=O)N2CCc3ccccc3C2)cc1	0	-14	-5	·	-2	-25	-39	·
N#Cc1ccc(N2CCN(C(=O)Nc3ccc(Cl)cc3)CC2)nc1	0	0	5	-85	-4	-3	·	1
NC(=O)C1Cn2ccnc2C2(CCN(C(=O)NCCc3ccc(F)cc3)CC2)O1 (stereo not drawn)	11	0	1	14	7	6	0	1
Cc1cccc2c(C(=O)NC3CC3)cc(=O)[nH]c12	3	0	-1	4	6	3	4	3
Cn1cccc1CN1CCC2(CCCN(C(=O)c3cnccn3)C2)C1 (stereo not drawn)	-5	-2	0	-25	0	-120	-23	0
O=S(=O)(c1cccc2cccnc12)N(CCc1ccccc1)Cc1ccccc1	8	2	3	7	4	5	3	14
O=c1ccc(-c2nc(-c3cnccn3)no2)cn1Cc1ccccc1F	15	1	0	33*	-3	2	4	8
CCc1cnc2c(c1OC)c(=O)n(CC(=O)NCC1CCCO1)c(=O)n2C (stereo not drawn)	-5	-8	-2	-37	-5	-10	-20	-16
O=C(CSc1cn[nH]n1)Nc1ccc(Cl)c(Cl)c1	1	-4	6	-1	-1	8	3	4
Cn1ccnc1CN1CCC2(CC1)CN(Cc1ccccc1)C(=O)CO2	12	1	0	-2	6	-106	-11	11
O=C(NCc1ccncc1)c1ccccc1-c1ncc(-c2ccc(F)cc2)o1	5	2	4	0	4	13	6	8
CCn1c(=O)c(=O)[nH]c2cc(C(=O)Nc3cccc(-c4csc(C)n4)c3)ccc21	-3	0	2	-14	-1	18	58*	75*
CC(=O)c1nocc1C(=O)c1sccc1Cl	10	4	-1	12	2	-4	11	4
COc1ccc(CCN(C)C(=O)COc2ncnc3ccccc23)cc1OC	14	0	1	32*	7	23	·	-182
O=C(c1ccc(Cl)cc1)N1CCN(Cc2noc3ccccc23)CC1	11	3	-1	18	2	4	7	7
CN(Cc1ccccc1)Cc1nc(-c2ccc(N3CCCCCC3)nc2)no1	6	0	0	-17	3	5	3	-6
(more compounds)
SMILES	OTUD3 block	UCHL1 inh	USP10 block	USP30 block	USP7 block	USP8 inh	USP17 block	USP28 inh
Cc1ccccc1CC(=O)N1CCC2(C1)C(=O)Nc1ccccc12 (stereo not drawn)	8	1	0	3	3	-4	1	3
Cc1cccc(NC(=O)CN2C(=O)COc3cc(S(=O)(=O)N4CCCC4)ccc32)c1C	11	-2	7	60*	-2	27	19	21
CC(C)n1cc(C(=O)N2CCC(c3ccnc4ncnn34)CC2)cn1	8	1	1	10	6	-24	5	5
CC(C)C(=O)N1CCN(C(=O)Cc2ccccc2)CC2(CC(=O)N(C)C2)C1 (stereo not drawn)	9	1	0	17	5	20	7	12
C=C(CCC(C)(C)/C=C/CC/C(C)=C/COC(COP(=O)(O)O[C@@H]1OC(C(N)=O)[C@@](C)(O)[C@H](OC(N)=O)C1O[C@@H]1OC(CO[C@@H]2OC(CO)[C@H](O)[C@H](O)C2O)[C@H](O[C@@H]2OC(CO)[C@H](O[C@@H]3OC(C(=O)NC4=C(O)CCC4=O)[C@H](O)[C@H](O)C3O)[C@H](O)C2NC(C)=O)C(O)[C@@H]1NC(C)=O)C(=O)O)CC1C(=C)CCCC1(C)C (stereo partly drawn)	-16	-15	-4	-137	23	-91	-8	44*
Cc1cc2ccncc2n1CC1(O)CCN(C(=O)c2cc(C(C)C)on2)CC1	-5	-3	-2	-12	-2	2	-5	-11
CN(C(=O)c1ccncc1)[C@H]1CC[C@@]2(C)C[C@H](c3ccccc3)C[C@](C)(O2)[C@@H]1O	13	3	0	29	5	20	11	81*
Cc1ccccc1NC(=O)C(C)Sc1nc2ccccc2c(=O)n1CC1CCCO1 (stereo not drawn)	-1	-4	1	-1	-3	-1	-6	-6
Cc1ccc(F)cc1NC(=O)c1ccccc1Cc1ccccc1	-3	-1	1	0	4	7	12	-10
Cc1ccc(CSc2nc3[nH]c(=O)cc(O)c3s2)cc1	-12	-1	-2	-82	-19	-7	-7	-15
O=C(Nc1ccccc1)[C@H]1C[C@@H]2CN(C(=O)NCC3CCCCC3)C[C@H]1O2	-4	-7	-1	-3	-7	-16	-8	-8
C[C@H]1CN(C(=O)c2ccc(F)cc2)C[C@@H]1c1nc(-c2ccccc2)no1	0	0	-3	-11	-11	1	5	4

19 compounds out of the list, ordered by formula weight, rising:
SMILES	OTUD3 block	UCHL1 inh	USP10 block	USP30 block	USP7 block	USP8 inh	USP17 block	USP28 inh
CC(=O)c1nocc1C(=O)c1sccc1Cl	10	4	-1	12	2	-4	11	4
O=C(CSc1cn[nH]n1)Nc1ccc(Cl)c(Cl)c1	1	-4	6	-1	-1	8	3	4
Cc1ccc(CSc2nc3[nH]c(=O)cc(O)c3s2)cc1	-12	-1	-2	-82	-19	-7	-7	-15
Cc1ccc(F)cc1NC(=O)c1ccccc1Cc1ccccc1	-3	-1	1	0	4	7	12	-10
Cc1ccccc1CC(=O)N1CCC2(C1)C(=O)Nc1ccccc12 (stereo not drawn)	8	1	0	3	3	-4	1	3
CC(C)n1cc(C(=O)N2CCC(c3ccnc4ncnn34)CC2)cn1	8	1	1	10	6	-24	5	5
O=c1ccc(-c2nc(-c3cnccn3)no2)cn1Cc1ccccc1F	15	1	0	33*	-3	2	4	8
C[C@H]1CN(C(=O)c2ccc(F)cc2)C[C@@H]1c1nc(-c2ccccc2)no1	0	0	-3	-11	-11	1	5	4
O=C(c1ccc(Cl)cc1)N1CCN(Cc2noc3ccccc23)CC1	11	3	-1	18	2	4	7	7
O=C(Nc1ccccc1)[C@H]1C[C@@H]2CN(C(=O)NCC3CCCCC3)C[C@H]1O2	-4	-7	-1	-3	-7	-16	-8	-8
O=C(NCc1ccncc1)c1ccccc1-c1ncc(-c2ccc(F)cc2)o1	5	2	4	0	4	13	6	8
CCc1cnc2c(c1OC)c(=O)n(CC(=O)NCC1CCCO1)c(=O)n2C (stereo not drawn)	-5	-8	-2	-37	-5	-10	-20	-16
CN(Cc1ccccc1)Cc1nc(-c2ccc(N3CCCCCC3)nc2)no1	6	0	0	-17	3	5	3	-6
COc1ccc(CCN(C)C(=O)COc2ncnc3ccccc23)cc1OC	14	0	1	32*	7	23	·	-182
Cc1cc2ccncc2n1CC1(O)CCN(C(=O)c2cc(C(C)C)on2)CC1	-5	-3	-2	-12	-2	2	-5	-11
CN(C(=O)c1ccncc1)[C@H]1CC[C@@]2(C)C[C@H](c3ccccc3)C[C@](C)(O2)[C@@H]1O	13	3	0	29	5	20	11	81*
Cc1ccccc1NC(=O)C(C)Sc1nc2ccccc2c(=O)n1CC1CCCO1 (stereo not drawn)	-1	-4	1	-1	-3	-1	-6	-6
Cc1cccc(NC(=O)CN2C(=O)COc3cc(S(=O)(=O)N4CCCC4)ccc32)c1C	11	-2	7	60*	-2	27	19	21
C=C(CCC(C)(C)/C=C/CC/C(C)=C/COC(COP(=O)(O)O[C@@H]1OC(C(N)=O)[C@@](C)(O)[C@H](OC(N)=O)C1O[C@@H]1OC(CO[C@@H]2OC(CO)[C@H](O)[C@H](O)C2O)[C@H](O[C@@H]2OC(CO)[C@H](O[C@@H]3OC(C(=O)NC4=C(O)CCC4=O)[C@H](O)[C@H](O)C3O)[C@H](O)C2NC(C)=O)C(O)[C@@H]1NC(C)=O)C(=O)O)CC1C(=C)CCCC1(C)C (stereo partly drawn)	-16	-15	-4	-137	23	-91	-8	44*

From PubChem
